Source: PubChem BioAssay
TSHR antag: blocks TSH signaling through the human TSH receptor; P16473; actives 0.2% (n = 330,000); AID 504810; activity change, negative = inhibition, % at 11.5 µM; TSHR-expressing cells, TSH-stimulated cAMP HTRF, 2 h; stronger effect = lower value;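 active = activity change below a set negative limit, meaning inhibition stronger than a set level, cut at about -70% in these data; inconclusive = activity change between two set negative limits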; note: % is set by controls: 0 for no effect and ±100 for the full control effect
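Freshly harvested TSHR cells receive pin-tooled compound, then EC80 TSH at 4nM final. After 2 hours at 37 deg C, antibody in lysis buffer and cAMP-d2 are added; 30 minutes at ambient temperature precede the HTRF read.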
KCNH2 WT inh: inhibitors of human wildtype KCNH2 potassium channel; actives 0.37% (n = 340,000); activity change, % at 1.84 µM; Q12809; U2OS, BacMam KCNH2, thallium flux FluxOr; stronger effect = lower value;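 active = maximum activity change below -70%; inconclusive = maximum activity change between -70% and -50%; inactive = maximum activity change above -50%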; note: % is set by controls: 0 for no effect and ±100 for the full control effect
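U2OS cells were transduced with wild-type KCNH2 virus (2.03 x 10^8 / mL) for 4 h at room temperature, then cultured overnight at 37 C. Thallium flux was read with FluxOr dye. Rate constants were normalized to DMSO controls.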
USP2a block: USP2a (human) protease inhibition | actives 0.01% (n = 330,000) | Potency, µM (series often up to 38.3 µM), for the others: at the highest dose activity change, negative = inhibition, actives largely listed as inhibitors | USP2 core, Ub-CHOP2 coupled fluorogenic reporter, 485/531;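 note: potency is the fitted concentration of half-maximal effect; plate controls were DMSO wells for no effect and full inhibition by NEM control for full effect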
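Deubiquitinase activity read as fluorescence (485/531 nm) after Ub-CHOP2 cleavage activates the enterokinase reporter on its substrate; USP2 core 10nM, Ub-CHOP2 and substrate 25nM each, 30min compound preincubation then 60min RT; data normalized to NEM, curves fitted.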
Eya2 phos inh: inhibitors of human Eya2 phosphatase activity; O00167; recombinant Eya2, OMFP fluorescence dephosphorylation (OMFP is methylfluorescein phosphate); Potency, µM (doses to about 76.9 µM), inactives show at the highest dose activity, negative = inhibition, hits mostly inhibitors; actives 0.006% (n = 330,000); AID 488837; note: potency is the fitted concentration of half-maximal effect; % is set by controls: 0 for no effect and ±100 for the full control effect
Target sequence (O00167 whole entry, looked up): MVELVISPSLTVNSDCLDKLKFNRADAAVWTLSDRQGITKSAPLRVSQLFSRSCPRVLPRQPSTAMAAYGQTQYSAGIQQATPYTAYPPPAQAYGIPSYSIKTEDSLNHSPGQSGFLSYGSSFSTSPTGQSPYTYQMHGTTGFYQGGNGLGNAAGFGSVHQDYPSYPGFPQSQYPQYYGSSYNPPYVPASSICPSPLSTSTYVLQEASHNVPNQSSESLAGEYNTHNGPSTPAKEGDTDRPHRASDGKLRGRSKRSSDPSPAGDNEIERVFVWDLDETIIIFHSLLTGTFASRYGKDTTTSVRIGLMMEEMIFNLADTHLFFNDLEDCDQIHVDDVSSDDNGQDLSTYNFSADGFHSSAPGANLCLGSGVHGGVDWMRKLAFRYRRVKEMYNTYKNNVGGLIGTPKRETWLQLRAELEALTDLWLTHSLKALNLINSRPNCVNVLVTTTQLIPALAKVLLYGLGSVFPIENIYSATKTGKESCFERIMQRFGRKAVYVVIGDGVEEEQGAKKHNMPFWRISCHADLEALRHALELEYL
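Eya2 protein (added as 0.2 uM solution) was preincubated with compound for 10 min at ambient temperature in 50 mM HEPES pH 7.5, 50 mM NaCl, 5 uM MgCl2, 0.05% BSA, 1 mM DTT. OMFP (added at 50 uM) then reacted 10 min; fluorescence read at 485/525 nm.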
TRPV1 ag: human TRPV1 agonism; TRPV1-expressing cells, Fluo-8 calcium influx, agonist mode; actives 0.19% (n = 320,000); activation, % at 8.33 µM; Q8NER1; in the data active = activation above about 80%; inconclusive = between about 30% and that limit; note: 0% is about no effect
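TRPV1-expressing cells were cultured overnight at 35.5C and loaded with Fluo-8 calcium dye for 40 to 90 min at room temperature. After a 10 s baseline, compound was added and calcium influx was read kinetically for 3 min (ex 480/em 520 nm).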
TCR act: activates T cell receptor signaling; primary human leukocytes, anti-CD3, IL-2 HTRF, 48 h; Potency, µM (titrated, usually from 9.22 µM), without a hit: at the top dose activation of IL-2 secretion, hits mostly activators; 330,000 tested, under 10 active; AID 504894; note: % of control where 0% means no effect
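Primary human leukocytes were stimulated with a-CD3 beads plus compounds for 48 hr without co-stimulation; secreted IL-2 was quantified by HTRF using a-IL-2-K (europium cryptate) and a-IL-2-d2, excited at 320nm with acceptor emission read at 665nm.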
KCNH2 3.1 block: inhibitors of human KCNH2 3.1 potassium channel isoform. U2OS KCNH2 3.1, thallium flux FluxOr; stronger effect = lower value. activity change, % (tested at about 1.8 µM). actives 0.95% (n = 340,000);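 active = maximum activity change below -70%; inconclusive = maximum activity change from -70% to -50%; inactive = maximum activity change above -50%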;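 note: thallium influx rate constant from kinetic fluorescence after stimulation buffer; % is set by controls: 0 for no effect and ±100 for the full control effect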
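U2OS cells transduced with KCNH2 3.1 mutant virus (1.77 x 10^8 /mL, 4 h), plated overnight at 37 C, loaded 45 min with FluxOr dye plus Red40 quencher. Thallium flux rate constant from kinetic reads after stimulation buffer, normalised to controls.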
Mito fusion yeast: inhibitors of mitochondrial division or activators of mitochondrial fusion; S. cerevisiae fusion-defective mutant growth rescue, CellTiterGlo 48 h; Potency, µM (top dose mostly 46.1 µM), without a hit: at the highest dose growth rescue (activation), hits mostly activators; actives 0.23% (n = 320,000); AID 485298;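 note: potency is the fitted concentration of half-maximal effect; % of control where 0% means no effect; nearly all actives have a fitted effect of over 45% in size; temperature-sensitive fusion mutants such as fzo1-1 at 37 °C on non-fermentable ethanol glycerol medium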
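S. cerevisiae fusion-defective temperature-sensitive mutants (e.g. fzo1-1, mgm1-5) grown 48 h at 37C in YPEG (ethanol/glycerol non-fermentable) medium with 23 nl compound per well; growth rescue read as CellTiterGlo luminescence.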
A-T KAP1 phos: potential ataxia-telangiectasia treatment. AID 485349. actives 0.19% (n = 320,000). […] A-T fibroblasts, KAP-1 phosphorylation AlphaLISA; neocarzinostatin DNA damage 30 min before lysis. Potency, µM (series often up to 57.5 µM), without a hit: top-dose activation, usual class: activators; note: potency is the fitted concentration of half-maximal effect; % of control where 0% means no effect; nearly all actives have a fitted effect of over 45% in size
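hTERT-immortalized A-T patient fibroblasts ([…]), 500 cells/well in OPTI-MEM, 1% FBS, got compounds for 60 min, then NCS for 30 min at 37C. Lysates were then assayed for phospho-KAP-1 by AlphaLISA (anti-pKAP1 donor, anti-KAP1 acceptor beads), 6 hr at 25C.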
ELG1 repair inh: ELG1-dependent DNA repair inhibition; HEK293T ELG1-luciferase reporter, luminescence, 16 h; DNA damage induced by 5-fluorouridine; Potency, µM (series often up to 46.1 µM), without a hit: top-dose activity change, negative = inhibition, most hits filed as inhibitors; actives 2.3% (n = 330,000); note: potency is the fitted concentration of half-maximal effect; % is set by controls: 0 for no effect and ±100 for the full control effect; nearly all actives have a fitted effect of over 55% in size
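Cells (2,000 per well) received 5-fluorouridine plus test compound or DMSO and were incubated 16 hr at 37 °C, 5% CO2. Luciferase activity was read by luminescence 30 min after ONE-Glo addition; signal suppression marked inhibition of damage-induced ELG1 function.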
Active calls of the source: *; u = inconclusive; x = not tested or not shown; [ ] = remark or other dose. Unless noted, calls come from the whole dose curve; as a rule, active = well fitted curve in the direction sought with a large enough effect; inconclusive = small, poorly fitted or top-dose-only effect, or another doubt; inactive = no such curve, though single readings can be large; an effect the other way counts as inactive or inconclusive.

smiles | TSHR antag | KCNH2 WT inh | USP2a block | Eya2 phos inh | TRPV1 ag | TCR act | KCNH2 3.1 block | Mito fusion yeast | A-T KAP1 phos | ELG1 repair inh
CN(Cc1ccc(Br)s1)C(=O)CNC(=O)c1ccc2c(c1)OCO2 | -26 | -16 | 0% | 7% | 15 | -4% | -18 | 4% | 11% | -1%
Cc1ccc(C2CC(c3cccc(C)c3)n3nc(N)nc3N2)cc1 (centres undefined) | -3 | -4 | 0% | 0% | -2 | 1%[46.1 µM] | 7 | -5% | 3% | 6%
CC(=O)NC(C)c1nc2ccccc2n1CC(=O)NC(C)CCc1ccccc1 (centres undefined) | -16 | 3 | -2% | -8% | -2 | 1% | 6 | -4% | 2% | 8%
C=CCSc1cc(C)nc2c(-c3ccccc3)cnn12 | -10 | 8 | -2% | u | 2 | 1% | -42 | -4% | 5% | u
Cc1cc(C)c2c(c1)/C(=c1/sc3n(c1=O)CN(c1ccccc1)CN=3)C(=O)N2 | -1 | -2 | 2% | 8% | -1 | 9% | 12 | 2% | -5% | u
COc1cccc(CN2CCN(C(=S)NCc3ccc(Cl)cc3)CC2)c1 | -3 | 15 | -6% | -10% | u | -2% | -75* | 13% | 3% | u
Cc1cc(C)c(S(=O)(=O)n2ccc(-c3ccc(OCCN(C)c4ccccn4)cc3)n2)c(C)c1 | -19 | -17 | -6% | -12% | -2 | 1% | 19 | 2% | -7% | u
CC1Sc2ccc(Cl)cc2-c2nc(N)ncc21 (centres undefined) | -13 | 10 | 4% | -3% | -3 | -3% | 5 | -6% | -3% | -22%
COc1cccc(N=Nc2ccc3ccccc3c2O)c1 | 0 | -7 | -1% | 1% | -5 | x | 5 | -7% | 0% | u
C=CCOC(=O)CCC(=O)Nc1cc(OC)nc(OC)n1 | 14 | -37 | 4% | -15% | -10 | -25% | -10 | 7% | x | 0%
COc1ccc(C2CC(c3c(O)cc(C)oc3=O)=NCCS2)c(OC)c1 (centres undefined) | -11 | 4 | 2% | -7% | 3 | -4% | 6 | -5% | -5% | u
CCn1c(C)nc2c(=O)oc3ccccc3c21 | 21 | 17 | 0% | -4% | -1 | 5% | 9 | u | -4% | 16%
CCOc1ccc(N(CC(=O)NC(C)C)C(=O)CCC(=O)Nc2ccccn2)cc1 | 6 | -5 | -2% | 5% | -3 | 0% | -18 | 0% | 4% | -2%
Cc1ccsc1CN(C)C(=O)C1CCC(=O)N(CCc2cccc(F)c2)C1 (centres undefined) | -5 | 0 | 1% | 0% | 3 | -1% | -5 | 11% | -1% | u
CCCCN(C(=O)CN1C(=O)C2CCCCC2C1=O)c1c(N)n(CCC)c(=O)[nH]c1=O (centres undefined) | 3 | -4 | 0% | 10% | -3 | -2% | 4 | 0% | -6% | 28%
COc1ccc(C(=O)NCc2ccc3[nH]c(C)cc3c2)cc1OC | 25 | 18 | -10% | -7% | -2 | 1% | -11 | -17% | 3% | u
CCC(C)N(C(=O)CSc1nnnn1-c1ccccc1OC)C1CCS(=O)(=O)C1 (centres undefined) | 25 | 3 | 1% | -6% | 1 | -4% | 13 | -4% | 3% | 4%
CCOC(=O)CN1C(=O)C(Sc2n[nH]c(-c3ccc(C)cc3)n2)CCc2ccccc21 (centres undefined) | -10 | -2 | -1% | 2% | u | 5% | -12 | 5% | -7% | u
CCCn1c(CN2CCN(C)CC2)nc2ccccc21 | x | -1 | -6% | -13% | -2 | -3% | 4 | -5% | x | 8%
O=C(CC1N=C2c3ccccc3N=C(SCc3ccc(Cl)cc3)N2C1=O)NCc1ccco1 (centres undefined) | -6 | -10 | 2% | -17% | 0 | -27% | -4 | 26% | 1% | 8%
O=C(Cn1nnc(-c2ccccc2F)n1)Nc1ccc(S(=O)(=O)NC2CCCC2)cc1 | 21 | -12 | -21% | -3% | 5 | -2% | 1 | 2% | -7% | 15%
Brc1ccc(N=C/C=C/C=C/Nc2ccc(Br)cc2)cc1 | 1 | 1 | 1% | -11% | -1 | 5% | -9 | -5% | 6% | 3%
O=C(c1cc2c(cc1Br)OCCCO2)N1CCCCC1 | -5 | 4 | 0% | -2% | 3 | -1%[46.1 µM] | 0 | 7% | 9% | -1%
CC(Nc1n[nH]c(=O)[nH]c1=O)C(=O)N/N=C/c1cccs1 (centres undefined) | -2 | -2 | 2% | -13% | -5 | 5% | 8 | u | -7% | 3%
CCN(c1ccccc1)c1nc2ccsc2c(=O)s1 | -7 | -5 | -5% | -4% | 5 | 4% | -8 | 29% | -6% | 0%
Cc1ccc(C)c(S(=O)(=O)N/N=C2/CCCc3ccccc32)c1 | 6 | -6 | -2% | -14% | 14 | -6% | -10 | 3% | x | -19%
COc1ccc(CN2C(=O)NC3(CCCC3)C2=O)cc1F | -2 | -4 | 1% | -15% | 1 | x | 18 | -3% | 4% | 6%
O=C(CC(=O)Nc1cccc(Cl)c1Cl)Nc1cccc(Cl)c1Cl | -9 | 1 | 2% | 7% | 10 | 4% | 1 | 5% | 16% | -2%
Cc1c(NS(=O)(=O)c2ccc(N)cc2)c(=O)n(-c2ccccc2)n1C | -5 | 0 | 1% | u | -6 | -1% | 8 | 2% | 2% | 1%
CCOCCCN(C(=O)c1snc(C(N)=O)c1N)C(C(=O)NC(C)(C)C)c1ccc(Cl)cc1 (centres undefined) | 2 | 4 | 0% | 6% | u | 12% | 0 | 7% | 0% | -3%

3 compounds out of the list above, sorted by the value under TSHR antag, falling.
canonical_smiles,TSHR antag,Eya2 phos inh,TRPV1 ag,TCR act,Mito fusion yeast
COc1ccc(C2CC(c3c(O)cc(C)oc3=O)=NCCS2)c(OC)c1 (centres undefined),-11,-7%,3,-4%,-5%
CC1Sc2ccc(Cl)cc2-c2nc(N)ncc21 (centres undefined),-13,-3%,-3,-3%,-6%
CN(Cc1ccc(Br)s1)C(=O)CNC(=O)c1ccc2c(c1)OCO2,-26,7%,15,-4%,4%

Next part.
Order of values: TSHR antag, KCNH2 WT inh, USP2a block, Eya2 phos inh, TRPV1 ag, TCR act, KCNH2 3.1 block, Mito fusion yeast, A-T KAP1 phos, ELG1 repair inh
O=C(CN1C(=O)c2ccccc2S1(=O)=O)N1CCOCC1
    -2, 10, -1%, 7%, 1, -2%, -18, 2%, 1%, u
CCOC(=O)C1=C(NC(=S)NC(=O)c2ccccc2)c2ccccc2CC1(C)CC (centres undefined)
    -7, -6, -2%, -2%, 28, -17%[46.1 µM], -19, 0%, -6%, -19%
O=c1c2ccccc2oc2ccc(NCCCN3CCOCC3)cc12
    -2, 18, 2%, -8%, 5, -2%, -3, 3%, 0%, u
O=C(O)CSc1nnc(-c2ccc(Cl)cc2Cl)n1-c1ccc(Cl)cc1
    -7, 3, -1%, 10%, -3, 3%, 3, -17%, 4%, u
Cc1ccn2c(=O)nc(SCC(=O)Nc3ccc4c(c3)OCCO4)nc2c1
    -6, -5, 1%, -3%, -4, -43%, -4, -1%, -2%, 10%
CCOc1cc2c(cc1/C=C1/NC(=O)N(CC(=O)OC)C1=O)OCO2
    -17, 3, 4%, 12%, 15, 2%, -7, -9%, 4%, -10%
COc1ccccc1NC(=O)CCCN1C(=O)C2CC=CCC2C1=O (centres undefined)
    -7, -3, -4%, 0%, 1, 2%, 7, 0%, -8%, 2%
Cc1cccc(C(=O)N2CCCC(c3nc(-c4ccc(C)o4)no3)C2)c1 (centres undefined)
    3, 5, -3%, 5%, 11, -2%, -12, 2%, 6%, u
CCCCCCC(=O)O
    15, 2, 0%, 2%, x, 7%, 8, x, 7%, 15%
O=C(Nc1cccc(C(F)(F)F)c1)C12CC3CC(CC(C3)C1)C2
    23, 3, 1%, 2%, u, 3%[46.1 µM], 6, 5%, 0%, 9%
CCN1C(=O)[C@H]2[C@@H](c3ccc(-c4ccccc4)cc3)N3CCCC[C@@]3(C(=O)OC)[C@H]2C1=O
    -5, 0, 1%, -1%, 1, -2%, -2, u, 10%, -14%
Cc1ccc(N2CC(C)Cn3c2nc2c3c(=O)[nH]c(=O)n2C)cc1 (centres undefined)
    -1, -1, 1%, 16%, -4, 6%, 13, -1%, 1%, 2%
NC(=O)c1oc2ccccc2c1NC(=O)c1nc2ccccc2s1
    -4, -8, 3%, 5%, 0, 5%, 14, 0%, 0%, u

2 records picked at random from those above, as already listed:
Order of values: TSHR antag, KCNH2 WT inh, USP2a block, Eya2 phos inh, TRPV1 ag, TCR act, KCNH2 3.1 block, Mito fusion yeast, A-T KAP1 phos, ELG1 repair inh
COc1ccccc1NC(=O)CCCN1C(=O)C2CC=CCC2C1=O (centres undefined)
    -7, -3, -4%, 0%, 1, 2%, 7, 0%, -8%, 2%
O=c1c2ccccc2oc2ccc(NCCCN3CCOCC3)cc12
    -2, 18, 2%, -8%, 5, -2%, -3, 3%, 0%, u

This is a subset; the hit share may differ from the screen's.
